# Screening results as filed in PubChem BioAssay.
# N370S GC – qHTS Assay for Inhibitors and Activators of N370S glucocerebrosidase as a Potential Chaperone Treatment of Gaucher Disease; Lysosomal acid glucosylceramidase (Homo sapiens), P04062; N370S GC spleen homogenate, 4MU-glucoside fluorescence; Potency, µM (top dose mostly 59.4 µM), for the others: at the top dose activity change, negative = inhibition, actives largely listed as inhibitors; hit rate 0.092% among 330,000; AID 2101, 2009;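 also: 0% = full enzyme activity and -100% = no enzyme basal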
# TDP1 inh – qHTS Assay for Inhibitors of Tyrosyl-DNA Phosphodiesterase (TDP1); AID 485290, 2010; hit rate 0.28% among 350,000; Potency, µM (series often up to 130 µM), for the others: top-dose activity change, negative = inhibition, hits mostly inhibitors; recombinant TDP1, AlphaScreen DNA substrate cleavage; also: nearly all actives have a fitted effect of over 40% in size
# Target sequence (Q9NUW8 whole entry, looked up): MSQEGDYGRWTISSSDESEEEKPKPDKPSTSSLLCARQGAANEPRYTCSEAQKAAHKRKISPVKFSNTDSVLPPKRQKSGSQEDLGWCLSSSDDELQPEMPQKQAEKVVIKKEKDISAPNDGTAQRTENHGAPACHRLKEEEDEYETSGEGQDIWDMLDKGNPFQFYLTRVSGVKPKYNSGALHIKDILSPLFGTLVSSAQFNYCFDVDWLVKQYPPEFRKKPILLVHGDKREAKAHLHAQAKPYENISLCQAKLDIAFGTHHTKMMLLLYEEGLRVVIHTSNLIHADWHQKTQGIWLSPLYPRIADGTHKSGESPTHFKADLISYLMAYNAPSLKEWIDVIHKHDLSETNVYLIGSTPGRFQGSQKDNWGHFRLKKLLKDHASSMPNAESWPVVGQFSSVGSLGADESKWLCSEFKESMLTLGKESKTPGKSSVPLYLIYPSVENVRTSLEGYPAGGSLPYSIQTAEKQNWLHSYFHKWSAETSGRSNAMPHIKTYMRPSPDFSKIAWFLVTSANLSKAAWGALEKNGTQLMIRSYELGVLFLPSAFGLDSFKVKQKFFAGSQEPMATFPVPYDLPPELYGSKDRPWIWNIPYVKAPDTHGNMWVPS
#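 Signal: AlphaScreen proximity between streptavidin donor and anti-FITC acceptor beads on intact substrate. Reaction: Tdp1 1 nM, substrate 15 nM final, 5 min RT after 15 min compound preincubation.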
# DT40 TDP1 no CPT – qHTS for Inhibitors of human tyrosyl-DNA phosphodiesterase 1 (TDP1): qHTS in cells in absence of CPT; DT40 Tdp1-/- hTDP1 cells, no CPT, ATP luminescence, 48 h; Potency, µM (top dose mostly 46.2 µM), for the others: at the top dose activity change, negative = growth inhibition, actives largely listed as inhibitors; hit rate 15% among 420,000; AID 686978, 2013; also: nearly all actives have a fitted effect of over 55% in size
#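 A cellular qHTS used chicken DT40 cells lacking endogenous Tdp1 but carrying stably transfected human TDP1. Compounds were applied without camptothecin, and cell growth kinetics were judged by ATP-dependent luminescence after ≥48 hr.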
# * = called active by the depositor; ? = inconclusive; · = not tested or not shown; & = joins results of further samples; [ ] = another dose, or the depositor's remark. Calls follow the shape of the dose curve; as a rule, active = well fitted curve in the direction sought with a large enough effect; inconclusive = small, poorly fitted or top-dose-only effect, or another doubt; inactive = no such curve, though single readings can be large; an effect the other way counts as inactive or inconclusive. Unless noted, % is scaled to controls: 0 for no effect and ±100 for the full control effect; potency is read from the fitted curve at half-maximal effect.
SMILES,N370S GC,TDP1 inh,DT40 TDP1 no CPT
CCn1cc(C=O)c2cc(S(=O)(=O)N3CCOCC3)ccc21,-17%,-3%,-1%
COc1ccc(C2(CNC(C)=O)CCOCC2)cc1OC,-4%,2%,3%
Cc1nnc2sc(SCc3cccc(Cl)c3)nn2c1=O,2%,1%,?
Cc1ccc2cc(C)c3nnc(SCC(=O)c4cccs4)n3c2c1C,8%,3%,?
Cc1cc(NC(=O)c2cccc(C(=O)Nc3cc(C)on3)n2)no1,2%,2%,0.65µM*
CSc1ccccc1OCc1cc(C(=O)N(C)C(C)c2nc(C)cs2)no1 (stereo not given),-1%,3%,?
CCOC(=O)c1c(-c2ccc(C)o2)csc1NC(=S)NC(=O)c1cccs1,?,8%,?
COc1ccc(NS(=O)(=O)c2ccc(C)c(NC(=O)c3ccc(C)c(S(=O)(=O)N4CCOCC4)c3)c2)cc1,-9%,2%,15µM*
COc1ccc(C)cc1NC(=O)CSc1nnc2ccc(-c3ccncc3)nn12,5%,·,?
O=C(Nc1ccon1)c1ccc(F)c(S(=O)(=O)N2CCCCC2)c1,-15%,3%,?
O=C(Nc1nc(-c2ccccn2)cs1)c1ccc(-c2ccccc2F)o1,·,1%,10µM*
O=C1N[C@@H](Cc2ccccc2)COC(=O)[C@@H](Cc2ccc(F)cc2)CC/C=C/C[C@H]1CC(=O)N(CCO)Cc1ccccc1,·,2%,6.5µM*
Cc1nn(-c2ccccc2)c(N2CCCC2)c1/C=C1\N=C(c2ccc(OC(C)C)cc2)OC1=O,-8%,1%,0%
O=C(Nc1ncccn1)c1cccc(F)c1,2%,·,32%[activator]
Cc1ccc(S(=O)(=O)CCc2nnc(N)s2)cc1C,6%,1%,-4%
CCn1c(=S)sc2c(=O)n(CC(=O)NC(C)CCc3ccccc3)c(C)nc21 (stereo not given),-3%,3%,29µM*
Cc1ccc(NC(C(N)=O)c2c(C)[nH]c(=O)[nH]c2=O)cc1 (stereo not given),-5%,5%,-10%
CC(=O)c1ccc(S(=O)(=O)N2CCN(c3nc(-c4ccccc4)nc4ccccc34)CC2)cc1,·,2%,?
Cc1ccc2c(c1)N(CC(=O)NCCCN1C(C)CCCC1C)C(=O)c1cccnc1O2 (stereo not given),-14%,·,2%
COC(=O)[C@]1(Cc2ccccc2)N[C@H](CN(C)C(=O)Nc2ccc(Cl)cc2)[C@@H]2C(=O)N(C)C(=O)[C@@H]21,·,2%,-27%

# The list goes on, starting with the last 2 of the part before.
SMILES,N370S GC,TDP1 inh,DT40 TDP1 no CPT
Cc1ccc2c(c1)N(CC(=O)NCCCN1C(C)CCCC1C)C(=O)c1cccnc1O2 (stereo not given),-14%,·,2%
COC(=O)[C@]1(Cc2ccccc2)N[C@H](CN(C)C(=O)Nc2ccc(Cl)cc2)[C@@H]2C(=O)N(C)C(=O)[C@@H]21,·,2%,-27%
Cc1ccc(C)c(NC(=O)c2cc3ccccn3n2)c1,9%,3%,-27%
COc1ccccc1NC(=S)N1CCN(c2ccccc2F)CC1,-7%,·,?
Cc1ccc(NC(=O)c2cc(-c3ccco3)nc3ccccc23)cc1S(=O)(=O)N1CCOCC1,-7%,-3%,29µM*
COc1ccc(NC(=O)c2cc(-c3ccccc3)nc3c2cnn3C(C)C)c(OC)c1,·,3%,?
S=C(NCc1ccco1)Nc1cccc(Cl)c1Cl,19%,·,-17%
C/C(=C\C(=O)O)CC(=O)O,5%,6%,?
CC(=O)N1CCC2(CC1)CN(c1ccccc1)C2,-12%,·,-21%
COc1ccc(-c2ccc(C#N)c(SCC(=O)Nc3sc4c(c3C#N)CCC4)n2)cc1OC,5%,1%,15µM*
COc1c(Br)cc(Br)cc1C(=O)O,-7%,7%,7%
CS(=O)(=O)N1CCC(C(=O)Nc2ccccc2Cl)CC1,-1%,3%,1%
CN(C)CCn1c2c(c(SCC(=O)Nc3ccc4c(c3)OCCO4)nc1=O)CCC2,3%,-1%,-5%
COc1cccc(-c2cc(NCc3cccc(C)c3)ncn2)c1,1%,·,?
CCOC(=O)c1c(C)oc2ccc(N(C(=O)c3ccncc3)S(=O)(=O)c3ccc(CC)cc3)cc12,·,-3%[12.3 µM],2.9µM*
Cc1ccc(NC(=O)Cn2cnc3c(oc4ccccc43)c2=O)cc1Cl,·,3%,-1%
COC(=O)c1ccc(C2C(C(=O)Nc3ccc(C)cc3C)=C(C)Nc3ncnn32)cc1 (stereo not given),-19%,5%,-20%
Cc1ccc(S(=O)(=O)N(C)C[C@@H]2Oc3ccc(NC(=O)CCC(F)(F)F)cc3CC(=O)N([C@@H](C)CO)C[C@@H]2C)cc1,·,1%,5.8µM*
Cn1c(CN2CCN(C(=O)c3ccccc3Cl)CC2)nc2cc([N+](=O)[O-])ccc21,3%,5%,-1%
O=C(CSc1nc2c(c(=O)n1-c1ccc(Cl)cc1)SCC2)N1CCCC1,-4%,5%,-28%
Cc1ccc(NC(=O)CCN2CCC(Cc3ccccc3)CC2)cc1,-7%,·,?
COc1ccc(CCNC(=O)c2cc(-c3ccccc3OC)on2)cc1OC,-1%,-1%,21µM*
COCCNC(=O)C(c1ccc(F)cc1)N(CCOC)C(=O)CCC(=O)Nc1nccs1 (stereo not given),-3%,7%,2%
COc1cccc(OC)c1C(=O)Nc1cccc(-c2nc3ccccc3[nH]2)c1,8%,-6%,18µM*
CCOc1ccc(NC(=O)NC2CCOC(C)(C)C2)cc1 (stereo not given),4%,3%,-2%
CCc1ccc(N(C(=O)c2snc(C(N)=O)c2N)C(C(=O)NCCC(C)C)c2c[nH]c3ccccc23)cc1 (stereo not given),25%,5%,?
O=C(CSc1nc2ccc(Cl)cc2[nH]1)NC1CCCC1,3%,-7%,-30%
Nc1c(C(=O)OCC(=O)Nc2ccccc2Br)[nH]c(=O)[nH]c1=O,·,-2%,0%
CCCCNC(=O)CSc1c2c(nc3ccc(Cl)cc13)CCCC2,·,-2%,?
Cc1oc2ccc(O)c(CN3CCN(C)CC3)c2c1C(=O)Nc1cccc(C(F)(F)F)c1,·,0%,?
CC1=C/C(=N\NC(=S)NCc2ccccc2)CC1,6%,0%,1.3µM*
CN(CC(=O)Nc1ccc(Cl)cc1)S(=O)(=O)c1cccc2cccnc12,-6%,4%,?
Cc1nnc(SCC(=O)NC2CCCc3ccccc32)n1-c1ccccc1 (stereo not given),16%,2%,-15%
COC(=O)c1c(NC(=O)C(C)(C)C)csc1C,-3%,-8%,-6%
O=C(NC1CCCCC1)C1(S(=O)(=O)c2ccc(Cl)cc2)CC1,-1%,4%[0.0935 µM],-9%
CC(C)(C)NC(=O)CN(Cc1ccc(F)cc1)C(=O)Cn1nnc(-c2ccc(F)cc2)n1,2%,8%,?
CCN(CC(=O)NCc1cccs1)C(=O)COc1ccccc1C#N,·,0%,2%
Cc1ccc2c(CC(=O)NCc3ccccc3)coc2c1C,·,6%,3.3µM*
CC(C)CNS(=O)(=O)c1ccc(CCC(=O)N2CCN(c3ccccc3)CC2)cc1,-8%,3%,?
Cc1ccc(S(=O)(=O)N2[C@@H](c3ccc(Cl)cc3)C(C(=O)O)=CC[C@H]2c2cccc(Cl)c2)cc1,-1%,1%,3%
COc1ccc(NS(=O)(=O)c2cc(NC(=O)c3nn(C)c(=O)c4ccccc34)ccc2OC)cc1,-8%,1%,?
CC(=O)c1ccc(N2CCN(C(=O)Cc3ccccc3)CC2)c(F)c1,-5%,·,?
Cc1cc(C=O)c(C)n1-c1ccc(N2CCOCC2)c([N+](=O)[O-])c1,-8%,5%,?
COc1ccc(CCCNC(=O)CC#N)cc1OC,-2%,3%,-6%
COc1cc(/C=C/C(=O)O)cc(S(=O)(=O)NNC(=O)c2ccc3c(c2)OCO3)c1OC,·,0%,-2%
Cc1ccc(S(=O)(=O)N2CCCCC2)cc1NC(=O)Cc1c[nH]c2ccccc12,1%,3%,?
COc1ccc(C(=O)COC(=O)c2ccc(Cl)nc2)cc1OC,1%,-6%,-4%
CC12CCC(=O)N1C(C(=O)N1CCN(c3ccc([N+](=O)[O-])cc3)CC1)CS2 (stereo not given),·,0%,21µM*
COc1ccc(CCn2c(C)cc(C(=O)CCl)c2C)cc1OC,1%,7%,5.2µM*
C/C(Cc1ccccc1)=N\NC(=O)CNC(=O)c1ccccc1Cl,3%,2%,7%
COC(=O)[C@@H]1C(c2c(OC)cc(OC)cc2OC)=NO[C@H]1C(=O)OC,2%,-8%,-1%
CC1=C(C(=O)N2CCOCC2)C(c2ccccc2F)NC(=O)N1 (stereo not given),9%,-11%,8%
COc1ccccc1N1CCN(Cc2cc(=O)c(OCC(=O)Nc3ccccc3)co2)CC1,1%,-2%,?
O=c1[nH]c2ccc(NS(=O)(=O)c3ccc(F)c(Cl)c3)cc2[nH]1,?,7%,-18%
COc1ccccc1CCc1nnc(CCC(=O)N(C)Cc2ccncc2C)o1,2%,-5%,?
CSc1ncc(C(=O)NCc2ccccc2Cl)c(C(F)(F)F)n1,·,1%,-29%
O=C(/C=C/c1cccc(F)c1)OCC(=O)N1CCc2ccccc21,·,-2%,11%
CCCc1cc(=O)c2ccc(OCC(C)=O)cc2o1,15%,7%,-13%
CCOCC(=O)Nc1c(C(=O)N2CCN(c3ncccn3)CC2)oc2ccccc12,-3%,2%,12µM*
COc1cc(/C=N/NC(=O)c2cc(C)oc2C)ccc1OCc1ccccc1,-5%,9%,?
Cc1ccc(NC(=O)CN(C)C(=O)COC(=O)[C@@H](NC(=O)c2ccccc2F)C(C)C)cc1,·,0%,-2%
CCOc1ccc(N/C(C)=C/C(=O)c2ccc(C)o2)cc1,2%,2%,1%

# Whole records from above:
# Entry for Cc1cc(C=O)c(C)n1-c1ccc(N2CCOCC2)c([N+](=O)[O-])c1 : N370S GC = -8%; TDP1 inh = 5%; DT40 TDP1 no CPT = ?
# Entry for CCCc1cc(=O)c2ccc(OCC(C)=O)cc2o1 : N370S GC = 15%; TDP1 inh = 7%; DT40 TDP1 no CPT = -13%

# The listing continues:
SMILES,N370S GC,TDP1 inh,DT40 TDP1 no CPT
CC1CCCN(C(=O)CCc2nnc(-c3ccc4c(c3)OCO4)o2)C1 (stereo not given),-11%,3%,0%
O=C(O)c1ccc(OCCCCCCOC2CCCCO2)cc1 (stereo not given),-13%,·,18µM*
COc1ccc(-c2csc(NC(=O)c3ccc(OCC(=O)N4CCOCC4)c(OC)c3)n2)cc1,3%,1%,10µM*
C=CCNc1oc(-c2cccs2)nc1S(=O)(=O)c1ccccc1,1%,5%,-3%
CCCCCCC(=O)N1C/C=C\C(c2ccc(OC)cc2)N(Cc2ccc(F)cc2)C(=O)C1 (stereo not given),-5%&-4%,6%&-4%,23µM*
CN(C)c1nc(NCc2ccccc2)nc(SCC(N)=O)n1,4%,7%,-5%
O=C(Cc1ccc([N+](=O)[O-])cc1)Nc1ccc2c(c1)C(=O)NC2=O,4%,2%,-14%
COc1cc(CNS(=O)(=O)c2ccc3c(c2)CC(C)N3C(C)=O)cc(OC)c1OC (stereo not given),0%,5%,?
CC(N)(C(=O)O)c1ccc(P(=O)(O)O)cc1 (stereo not given),10%,-1%,-27%
O=C(OCC1CC(c2ccccc2)=NO1)c1ccc(Cl)cc1 (stereo not given),1%,0%,-6%
CS(=O)(=O)c1ccc(C(=O)OCC(=O)Nc2cccc(S(=O)(=O)N3CCCC3)c2)cc1,-24%,2%,-21%
CCOC(=O)N1CCC(N2C(=O)c3ccc(C(=O)O)cc3C2=O)CC1,3%,5%,-26%
CC(C)CC(=O)Nc1c(C(=O)N2CCN(c3ccccc3)CC2)oc2ccccc12,·,11%,21µM*
Cn1c(=O)c2c(nc(N3CCN(c4ccc([N+](=O)[O-])cc4)CC3)n2C)n(C)c1=O,7%,5%,18µM*
CCCC1CC(C(=O)NC(C(C)Cl)C2OC(SC)C(O)C(O)C2O)N(C)C1 (stereo not given),-1%,·,4%
O=[N+]([O-])c1ccc(N2CCN(S(=O)(=O)c3ccccc3)CC2)cc1N1CCc2ccccc2C1,-3%,8%,-4%
Cc1ccc(NC(=O)Cn2cc(S(=O)(=O)c3ccccc3)c(=O)c3cc4c(cc32)OCO4)cc1,·,6%,?
CCOc1cc(/C=N/NC(=O)CCc2n[nH]c(=O)[nH]c2=O)ccc1O,-11%,5%,-19%

# Pulled by structure from above (five):
SMILES,N370S GC,TDP1 inh,DT40 TDP1 no CPT
Cn1c(=O)c2c(nc(N3CCN(c4ccc([N+](=O)[O-])cc4)CC3)n2C)n(C)c1=O,7%,5%,18µM*
CC(C)CC(=O)Nc1c(C(=O)N2CCN(c3ccccc3)CC2)oc2ccccc12,·,11%,21µM*
CS(=O)(=O)c1ccc(C(=O)OCC(=O)Nc2cccc(S(=O)(=O)N3CCCC3)c2)cc1,-24%,2%,-21%
O=C(Cc1ccc([N+](=O)[O-])cc1)Nc1ccc2c(c1)C(=O)NC2=O,4%,2%,-14%
CCCCCCC(=O)N1C/C=C\C(c2ccc(OC)cc2)N(Cc2ccc(F)cc2)C(=O)C1 (stereo not given),-5%&-4%,6%&-4%,23µM*

# Not all compounds are listed. The share of hits here may be higher or lower than overall.
